CHO parental Ca – counter-screen for OX1R antagonists: effect in parental CHO cells; parental CHO-K1, ATP-induced calcium, Fluo-8 fluorescence; actives 0.63% (n = 330,000); inhibition, % at 5.6 µM; AID 463079;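 active = inhibition above that plate's mean sample inhibition plus 3 SD, cut at about 26% in these data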;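 also: 0% = ATP-challenged DMSO wells and 100% = DMSO wells without ATP; some compounds past the cut are filed as inactive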
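Test system: parental CHO cells; detection: calcium-sensitive Fluo-8 fluorescence; evaluation: percent inhibition of calcium signal; also added: ATP as calcium-mobilizing challenge; repeats: one well per compound; control set: ATP-challenged DMSO wells low, unchallenged DMSO wells high; compound: single nominal dose of 5.6 µM per compound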
M1 ag parental – nonselective activator or artifact in parental CHO-K1 cells; Fluo-8 calcium fluorescence; scaled to maximal ATP response, vehicle zero; activation, % at 3 µM; actives 0.48% (n = 360,000); AID 602248; in the data active = activation above about 15%;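 also: untransfected CHO-K1 host cells lacking M1 receptor as counterscreen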
M1 ag – agonists of human M1 muscarinic receptor. P11229. CHO-K1 hM1, Fluo-8 calcium fluorescence, agonist mode; 0% DMSO, 100% acetylcholine EC100. AID 588814. activation, % at 3 µM. actives 0.33% (n = 360,000);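 active = activation above the run's mean compound activation plus 3 SD, cut at about 16% in these data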;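 also: peak over basal fluorescence ratio within a 140 s kinetic read after compound addition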
CHO-K1 Ca antag – M1 antagonist counterscreen hit in parental CHO-K1 cells | ATP-induced calcium, Fluo-8 fluorescence | inhibition, % at 3 µM | actives 0.6% (n = 360,000) | AID 602250;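 active = inhibition above a per-plate cutoff, the plate's mean sample inhibition plus 3 SD, cut at about 24% in these data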;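 also: 0% = DMSO plus EC80 ATP and 100% = DMSO alone without ATP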
TAAR1 antag – antagonists of human TAAR1; Q96RJ0; CHO RD-HGA16 TAAR1, Fluo-8 calcium fluorescence, antagonist; inhibition, % at 3 µM; actives 1.5% (n = 360,000); AID 624466;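 active = inhibition above a per-plate cutoff, the mean inhibition of test compounds on that plate plus 3 SD, cut at about 49% in these data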;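 also: 0% = DMSO plus EC80 beta-PEA response and 100% = DMSO alone without agonist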
Target sequence (Q96RJ0 whole entry, looked up): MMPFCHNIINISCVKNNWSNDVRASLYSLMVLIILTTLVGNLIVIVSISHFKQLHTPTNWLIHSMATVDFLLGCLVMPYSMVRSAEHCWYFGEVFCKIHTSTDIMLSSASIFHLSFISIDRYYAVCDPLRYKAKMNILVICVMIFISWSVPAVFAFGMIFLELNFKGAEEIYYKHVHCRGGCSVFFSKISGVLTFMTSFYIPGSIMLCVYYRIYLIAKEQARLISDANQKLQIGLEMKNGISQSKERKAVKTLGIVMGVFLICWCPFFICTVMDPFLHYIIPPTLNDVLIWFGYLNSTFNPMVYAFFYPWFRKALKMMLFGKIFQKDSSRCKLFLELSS
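Assay system: RD-HGA16 CHO cells with stable hTAAR1 and Gα16 / Reagent: EC80 β-phenethylamine stimulus / Doses: 3 µM, single point / Timing: dye loading 75 min at 37 °C, then 30 min room temperature / Measured by: Fluo-8 intracellular calcium dye fluorescence, real-time kinetic reads / Controls: vehicle wells and EC80 agonist wells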
M1 antag – human CHRM1 antagonism | CHO-K1 hM1, Fluo-8 calcium fluorescence, ACh EC80 antagonist | inhibition, % at 3 µM | actives 1.3% (n = 360,000);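 active = percent inhibition above its own plate's cutoff, namely the mean of that plate's compound wells plus 3 SD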;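 also: peak over basal fluorescence ratio during 140 s after agonist addition; 0% = ACh EC80 plus DMSO and 100% = DMSO alone without agonist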
OXTR potentiator – human OXTR potentiation | actives 0.061% (n = 320,000) | CHO-OTR cells, Fluo-8 calcium fluorescence, potentiator mode; 0% = oxytocin EC15, 100% = EC100 | activation, % at 3 µM;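 active = activation above that plate's cutoff, the mean activation of tested compounds plus 3 SD, cut at about 6.6% in these data, passing the limit was not always enough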;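 also: 100% uses oxytocin at 75 nM as the full agonist control; some results filed as inactive read as strong as hits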
Target sequence (P30559 whole entry, looked up): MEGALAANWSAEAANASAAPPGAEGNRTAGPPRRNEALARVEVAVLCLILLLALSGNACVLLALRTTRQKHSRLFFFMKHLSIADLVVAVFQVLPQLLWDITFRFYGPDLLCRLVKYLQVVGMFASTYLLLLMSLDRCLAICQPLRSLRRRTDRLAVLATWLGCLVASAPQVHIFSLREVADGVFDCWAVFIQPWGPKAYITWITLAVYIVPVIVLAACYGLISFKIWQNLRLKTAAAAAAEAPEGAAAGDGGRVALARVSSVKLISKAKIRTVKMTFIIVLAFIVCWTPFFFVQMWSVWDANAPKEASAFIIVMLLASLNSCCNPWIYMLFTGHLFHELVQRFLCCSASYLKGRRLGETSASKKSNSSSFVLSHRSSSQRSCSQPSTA
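Material: CHO-OTR cells, human receptor; compound dosing: single dose, 3.0 µM nominal final compound concentration; schedule: 6 min compound pre-incubation at room temperature, 100 s kinetic read; measured by: kinetic Fluo-8 calcium fluorescence; read-out basis: % activation vs EC15 and EC100 oxytocin; controls: EC15 oxytocin alone as 0%, 75 nM oxytocin as 100%; replicates: singlicate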
CHO-K1 Ca PAM – M1 PAM counterscreen hit in parental CHO-K1 cells. actives 0.02% (n = 360,000). activation, % at 3 µM. ATP EC20, Fluo-8 calcium fluorescence; 0% at ATP EC20, 100% at ATP max;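 active = activation above the run cutoff, the mean activation of all test compounds plus 3 SD, cut at about 40% in these data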;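 also: peak over basal fluorescence ratio in a 140 s read after ATP addition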
TAAR1 ag – human TAAR1 agonism | CHO RD-HGA16 TAAR1, Fluo-8 calcium fluorescence; vehicle wells 0%, saturating PEA agonist 100% | activation, % at 3 µM | actives 0.99% (n = 360,000) | AID 624467;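 active = activation above the mean activation of all test compounds in the run plus 3 SD, cut at about 38% in these data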
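Repeats: no replicates (n 1) | Material: CHO-derived RD-HGA16 cells with stable Gα16 and human TAAR1 | Technique: Kinetic Fluo-8 calcium fluorescence | Schedule: 17-24 h seeding, 75 min 37 °C dye, 30 min RT | Evaluation: % activation from peak over basal fluorescence ratio, DMSO-to-PEA scaled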
Numbers without * were called inactive; · = not tested or not shown. Hits appear at their usual frequency, and some 4.2% of all compounds hit somewhere here.

SMILES	CHO parental Ca	M1 ag parental	M1 ag	CHO-K1 Ca antag	TAAR1 antag	M1 antag	OXTR potentiator	CHO-K1 Ca PAM	TAAR1 ag
COC(=O)c1ccc(C2/C(=C(/O)c3ccc(OC)cc3)C(=O)C(=O)N2CC2CCCO2)cc1 (stereo not drawn)	3	-0.4	-4	17	7	14	-4	-5	5
Cc1ccccc1NC(=O)CN1C(=O)C2C3CC(C(Br)C3Br)C2C1=O (stereo not drawn)	4	2.9	-2	-10	2	-13	-22	22	16
Cc1cccc(NCc2cccc3ccccc23)n1	-17	1.3	-7	-4	17	-9	-4	17	0
COc1ccc(CN(C)C(=O)CCN2C(=O)c3ccccc3C2=O)c(OC)c1OC	-21	1.8	-5	-12	-6	1	-3	8	6
CCCN1CN(c2ccccc2)C(=S)N(c2ccccc2)C1	1	0.9	-3	-11	-13	-2	-8	20	1
CCN(CC)C(=S)SC1CCCCN(C(=O)c2ccccc2)C1=O (stereo not drawn)	-11	0.3	-5	-4	-35	-9	-5	6	2
CCc1ccc(C(C(=O)NCc2ccc(F)cc2)N(C(=O)c2csnn2)C2CC2)cc1 (stereo not drawn)	-28	1.6	-4	-14	1	8	-17	-20	-1
C=CCn1c(=O)c2ccccc2n2c(SCC(=O)Nc3sc(C)c(CC)c3C(=O)OCC)nnc12	-17	0.2	-5	-7	-4	-2	-6	16	1
Cn1c(=O)c2[nH]c(SCCN3CCOCC3)nc2n(C)c1=S	·	0.0	0	-6	-13	-10	·	7	2
CC(C)NC(=O)Cn1nnc(-c2cccc(NC(=O)c3ccccc3F)c2)n1	-3	1.0	-1	-14	9	-6	-1	19	15
COC(=O)N/N=C\c1ccc(-c2cc(Cl)c(Cl)cc2Cl)o1	-10	0.7	-3	-11	-1	13	-7	1	5
Cc1ccccc1OCC(=O)Nc1nnc(C2CCCC2)s1	2	0.2	-5	-10	-10	10	-1	12	1
N#Cc1ccc(C(=O)NCC2CCCCC2)cc1	-2	6.0	-4	-1	9	6	1	13	0
NS(=O)(=O)c1ccc(N2C(=O)C(=O)/C(=C(/O)c3ccccc3)C2c2ccc(Cl)cc2)cc1 (stereo not drawn)	0	0.9	-1	-6	-25	-11	2	17	1
CSc1nsc(SCC(=O)Nc2c(C)n(C)n(-c3ccccc3)c2=O)n1	1	-0.1	-4	7	6	-15	2	-2	-1
CC(C)CC1NC(=O)c2cc3ccccc3cc2-n2c1nc1cc(Cl)ccc1c2=O (stereo not drawn)	·	-0.1	3	-10	12	-9	·	22	3
O=C1N=C(N2CCOCC2)S/C1=C\C=C/c1ccccc1	-10	1.1	-2	-7	8	-17	-4	22	3
COc1ccc(CC(=O)Nc2nnc(SCc3ccccc3)s2)cc1S(=O)(=O)N1CCOCC1	-12	3.9	-3	0	41	-9	-14	9	10
Cc1cc(NC(=O)CN2C(=O)NC(c3ccccc3)(c3ccc(C)c(C)c3)C2=O)no1 (stereo not drawn)	-19	0.9	5	-16	-7	-10	-10	12	4
Cn1nc(C(=O)NCc2ccccc2)c2c1-c1ccccc1S(=O)(=O)C2	-7	2.9	-2	-7	1	11	-7	-9	3
CCn1c(C(=O)N2CCC(Cc3ccccc3)CC2)cc2sccc21	-17	-0.1	-2	-19	7	15	-3	-2	4
CCc1cc(=O)oc2cc(C)cc(OCC(=O)N3CCC[C@@H]3C(=O)O)c12	-14	0.6	-4	2	-11	-10	-1	12	1
CCOC(=O)C1CCN(CC(=O)Nc2c(C(=O)OC)[nH]c3ccc(Cl)cc23)CC1	-13	1.4	1	5	45	0	-19	-1	8
O=C1NC[C@H](CCCCN2C[C@H](Cc3ccc(O)cc3)N(CC3CCCCC3)C(=O)C2=O)N(CC2CCCCC2)C1=O	·	0.5	·	-10	2	·	·	7	0
CSc1ccccc1OCc1cc(C(=O)N2CCCC2c2nonc2C)no1 (stereo not drawn)	2	4.0	-3	-11	-4	-2	-22	5	-2
CSCCC(NS(=O)(=O)c1ccc2c(c1)OCCO2)C(=O)N(C)Cc1ccc(F)cc1 (stereo not drawn)	-12	8.6	-1	0	76*	16	-4	5	15
Cc1cc(C)c(CN2CCN(C(=O)Cn3cnc4c(OCc5ccccc5)ncnc43)CC2)c(C)c1	-13	2.5	1	0	-4	1	-4	-8	1
CCOC(=O)c1ccc(NC(=O)c2nc[nH]c2C(=O)NC2CCN(C(=O)OC(C)(C)C)CC2)cc1	-9	1.0	-3	-15	-4	2	-4	20	6
CS(=O)(=O)N1CCN(c2ccccc2[N+](=O)[O-])CC1	5	2.8	-5	-10	-1	10	-7	20	4
COc1ccccc1-n1cc(-c2ccc(C)cc2)[nH]c1=S	-7	-0.8	-5	-6	-12	-3	-3	-10	11
Cc1cc(C)c2[nH]c(=O)c(C(c3nnnn3Cc3ccc4c(c3)OCO4)N3CCCCC3)cc2c1 (stereo not drawn)	-21	0.7	-2	-22	-4	-13	-11	20	16
Cc1ccc(NC(=O)C(C)OC(=O)/C=C/c2ccccc2)cc1S(=O)(=O)N1CCOCC1 (stereo not drawn)	-6	1.7	-3	-2	5	1	-10	15	1
Cc1ccc(S(=O)(=O)N(C)C[C@@H]2Oc3ccc(NC(=O)Cn4cnnn4)cc3C(=O)N([C@@H](C)CO)C[C@H]2C)cc1	-6	0.5	-5	-12	1	-10	1	11	9
Cc1onc(-c2ccccc2Cl)c1C(=O)N1CCN(S(=O)(=O)c2ccc(F)c(F)c2)CC1	-12	0.2	-1	7	5	-2	2	-17	1
CCCCC(=O)NNC(=S)NC(=O)c1ccc([N+](=O)[O-])cc1	16	-0.3	-1	-8	-2	10	-5	-5	17
O=C(CNC(=O)C1CCCCC1)OCn1nnc2ccccc2c1=O	14	0.2	-4	-10	0	-10	-14	14	1
CSc1nc(C)c(C(=O)C[n+]2ccccc2C)cc1C#N	-11	0.3	-6	-14	-15	40*	6	11	2
COc1cccc(NC(=O)CN(C)C(=O)COc2ccccc2Cc2ccccc2)c1	-31	1.7	-4	-13	14	0	-5	13	3
OCCNc1nc(N2CCCC2)nc(N2CCCC2)n1	1	-0.2	-6	-2	-17	-1	2	10	4
Cc1cccc2cc(C#N)c(SCC(=O)N3CCC(C)CC3)nc12	-3	-0.1	-1	-1	8	-16	-8	16	7
CC(=NNC(N)=S)c1ccc2cc3c(cc2c1)OCO3	·	3.3	-3	4	15	28	·	-10	1
CCCCN(CC)CCNC(=O)CNC(=O)Cn1ccc2ccccc2c1=O	-4	1.1	-5	-5	1	-3	5	5	1
COc1ccccc1CN1CC(C(=O)N2CCC(OC)CC2)CCC1=O (stereo not drawn)	-1	0.6	0	-6	-25	-14	-4	-9	2
O=C(COC(=O)c1ccc(O)cc1)NC(c1ccccc1)c1ccccc1	-13	7.5	8	1	14	2	-7	11	7
CCc1cccc(C)c1NS(=O)(=O)Cc1ccccc1	-11	0.1	-2	4	4	11	-3	-13	1
COc1nc(=O)n(C2OC(CO)C(O)C2O)cc1C (stereo not drawn)	·	1.1	0	-20	-2	-14	·	10	3
COc1ccc(CC(=O)Nc2ccc(S(=O)(=O)Nc3nccs3)cc2)cc1	3	0.0	-7	1	10	-4	-6	-3	2
O=C(COc1ccc(Cl)cc1)N(Cc1ccc(F)cc1)C1CCS(=O)(=O)C1 (stereo not drawn)	-3	1.4	1	-10	0	-18	-10	2	3
CCOC(=O)C1CCCN(C2CC(=O)N(c3ccccc3)C2=O)C1 (stereo not drawn)	-4	-0.1	-1	6	-17	1	-10	-5	3
O=C1NN(c2ccccc2)C(=O)/C1=C\c1ccc(-c2cc([N+](=O)[O-])ccc2O)o1	·	3.7	-2	-1	-9	2	·	16	5
C=CCn1c(SCc2nc(N)nc(N(C)C)n2)nnc1-c1cccnc1	-8	3.7	-1	-3	6	1	-1	13	12
O=C(c1cc(-c2ccc(Cl)cc2)n(-c2ccc(Cl)cc2)n1)N1CCOCC1	-18	1.2	-5	-10	7	-1	-5	16	14
CCOC(=O)C1CCN(C(=O)/C(C)=C\c2ccccc2)CC1	11	5.3	-10	-2	-16	-6	-6	10	8
CN(C)S(=O)(=O)c1cccc(C(=O)N=C2N=C3C=CC(Cl)=CN3Cc3ccccc32)c1	-13	-0.2	-5	0	-22	-9	0	-8	-1
Cc1ccc(C(=O)CCC(=O)NNC(=O)c2ccccc2O)cc1	-4	0.4	-2	7	-10	4	1	-15	1
Cc1cccc(N2CCN(C(=S)c3ccc([N+](=O)[O-])cc3)CC2)c1	-16	-0.2	-6	5	3	-5	-8	-6	-1
CS(=O)(=O)c1ccc2nc(NC(=O)C3CC(=O)N(c4ccc(F)cc4)C3)sc2c1 (stereo not drawn)	-20	0.1	-6	-2	-7	7	-8	-2	0
Cc1cc(C(=O)CSc2nnc(-c3ccco3)o2)c(C)n1-c1ccc2c(c1)OCCO2	-3	3.6	-1	-4	19	2	-11	12	0
O=C(CSc1nnc(-c2ccco2)o1)NC1CC2CCC1C2 (stereo not drawn)	-10	0.1	-1	-5	19	6	-4	11	-1
CSc1ccc(C(=O)C2CCCN(C(=O)CN3CCOC3=O)C2)cc1 (stereo not drawn)	·	1.6	-4	-3	-5	-3	·	9	0
CC(=O)c1cc2c(cc1NC(=O)CSc1ccc(S(=O)(=O)N(C)C)cn1)OCO2	-2	1.7	-5	-21	9	7	-6	28	3
CCCN(CC(=O)Nc1cc(Cl)ccc1Cl)C(=O)/C=C/c1cc(OC)ccc1OC	-19	-0.2	-6	-18	26	-4	-5	14	12

Only CHO parental Ca (4 entries from above):
compound	CHO parental Ca
CCOC(=O)C1CCCN(C2CC(=O)N(c3ccccc3)C2=O)C1 (stereo not drawn)	-4
O=C(COc1ccc(Cl)cc1)N(Cc1ccc(F)cc1)C1CCS(=O)(=O)C1 (stereo not drawn)	-3
CCCN(CC(=O)Nc1cc(Cl)ccc1Cl)C(=O)/C=C/c1cc(OC)ccc1OC	-19
Cc1cccc(N2CCN(C(=S)c3ccc([N+](=O)[O-])cc3)CC2)c1	-16
